KDM5B inh = inhibitors of human KDM5B histone demethylase. Potency, µM (top dose mostly 57.7 µM), inactives show at the highest dose activity change, negative = inhibition, most hits filed as inhibitors. 220,000 tested, 2.6% active. Q9UGL1. KDM5B demethylase, FDH-coupled NADH fluorescence (FDH is formaldehyde dehydrogenase); active = well fitted inhibition curve with a large enough effect; inconclusive = small, poorly fitted or top-dose-only effect; inactive = no such curve, though single readings can be large or run the other way; also: 0% is about no effect; nearly all actives have a fitted effect of over 70% in size
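qHTS format, multiple compound concentrations. Buffer 50 mM HEPES pH 7.5/0.01% Tween-20; 200 nM KDM5BΔAP final; 10 min compound preincubation; substrate-mix levels 12.5 µM peptide, 25 µM α-KG, 0.25 mM NAD⁺; 30 min RT; ΔRFU.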
* = called active by the depositor; i = inactive; u = inconclusive; & = joins results of further samples; [ ] = another dose, or the depositor's remark. Potency is read from the fitted curve at half-maximal effect. A portion of the library, so the mix of outcomes need not match the whole.

SMILES	KDM5B inh
COc1cc(Cl)c(C)cc1NC(=O)CCCN1C(=O)C(c2ccccc2)Oc2cccnc21 (stereo not drawn)	u
N#Cc1ccc(S(=O)(=O)N2CCC(C(=O)Nc3ccnn3Cc3ccccc3)CC2)cc1	24%
CC/C=C(/C)C(=O)NCC(c1cccs1)N(C)C (stereo not drawn)	22%
COc1ccccc1CNC(=O)c1ccc2c(c1)N(Cc1cccc(C)c1)C(=O)c1ccccc1S2(=O)=O	u
Cc1cc(NC(=O)Cc2ccsc2)ccc1N1CCCC1=O	-8%
O=C(NCc1ccccn1)C1CC2CCC1C2 (stereo not drawn)	0%
CC(C)C(=O)Nc1ccc(-c2nc3ccccc3o2)cc1	116%[activator]
Cc1cc(C(=O)Nc2ccccc2N2CCCCC2)no1	-2%
CC(=C/c1ccccc1)/C=N/Nc1ccc(Cl)cc1	-8%
Cc1noc(C)c1-c1cc2c(cc(C)n2CCN(C)C)c(-c2cccc(O)c2)n1	i
CCN(CC)CCNC(=O)c1ccc2c(c1)NC(=O)C(CS(=O)(=O)Cc1ccc(F)cc1Cl)N2 (stereo not drawn)	u
COc1ccc(CN(C)C(=O)c2cccc(Oc3ccccc3)c2)c(OC)c1OC	6%
COc1ccc(-c2ccccc2)cc1N1C(=O)[C@@H]2C[C@H]1CN2C(=O)[C@@H](C)O	-11%
CNCc1ccccc1C(F)(F)F	2%[230 µM]
Cc1ccc(CNC(=O)CSc2ncc3c(n2)-c2cc(Cl)ccc2N(C)S3(=O)=O)cc1	-23%
O=S(=O)(c1ccc2nc(Nc3cccc(F)c3)ccc2c1)N1CCCC1	u
CC(C)C[C@@H]1N[C@H](C(=O)NCc2cccs2)Cc2cn(CC3CC3)c3cccc1c23	u
CCCCCn1c(CN2CCCC(C)C2)nc2c1c(=O)n(C)c(=O)n2C (stereo not drawn)	14%
CN1CCC(N2CCN(C(=O)C3CCCCC3)CC2)C1=O (stereo not drawn)	-10%
COc1ccc2c(c1)CCc1c(C(=O)Nc3c(C)nn(Cc4ccc(C)cc4)c3C)noc1-2	u
CC(=O)Nc1ccc(/C=N/Nc2ccc(S(N)(=O)=O)cc2[N+](=O)[O-])cc1	-10%
CCOc1cc(C2C(C#N)=C(N)Oc3cc(O)ccc32)ccc1OCc1ccccc1 (stereo not drawn)	-2%
COc1ccccc1NC(=O)Cn1c(=O)n(-c2ccccc2Cl)c(=O)c2sc3ccccc3c21	u
CCOC(=O)c1cnc2c(Cl)c(Cl)ccc2c1NCCOC(=O)CC	10%
CCCN(C(=O)c1cc2ccc3cccnc3c2[nH]1)c1ccc(F)cc1	u

The closing four entries of the part above lead into the next:
SMILES	KDM5B inh
CCOc1cc(C2C(C#N)=C(N)Oc3cc(O)ccc32)ccc1OCc1ccccc1 (stereo not drawn)	-2%
COc1ccccc1NC(=O)Cn1c(=O)n(-c2ccccc2Cl)c(=O)c2sc3ccccc3c21	u
CCOC(=O)c1cnc2c(Cl)c(Cl)ccc2c1NCCOC(=O)CC	10%
CCCN(C(=O)c1cc2ccc3cccnc3c2[nH]1)c1ccc(F)cc1	u
COc1ccc(CCNC(=O)Cn2nc(-c3ccc(Cl)cc3)ccc2=O)cc1OC	-8%
CCc1cc(=O)oc2cc(C)cc(OC(C)C(=O)O)c12 (stereo not drawn)	u
c1ccc(CCCOCC2CCNCC2)cc1	19%
O=C(Cc1c[nH]c2ncc(-c3ccccc3)cc12)NCc1ccncc1	28µM*
CC(C)Cc1nnc(NC(=O)c2cc(-c3ccccc3)nc3ccccc23)s1	-11%
CC(=O)c1cccc(NC(=O)CCc2nc(CSc3nc4cc(C)ccc4o3)no2)c1	-2%
CCCn1nc(C(=O)OCC(=O)Nc2ncc(Cl)c(C)c2Cl)c2ccccc2c1=O	11%
O=C1CCN(C(=O)Cn2c(=O)oc3ccccc32)CCCCCCN1	4%
COc1ccccc1NS(=O)(=O)c1ccc(C(=O)NCC(c2ccco2)N2CCCCC2)cc1 (stereo not drawn)	15%
COc1cccc(Nc2cccc(CN3CCCC(C)(NC(C)=O)C3)c2)c1 (stereo not drawn)	-2%[86.2 µM]
CCOc1ccc(NC(=O)c2nn(Cc3ccccc3)c(=O)c3ccccc23)cc1OCC	10%
CCOCCc1nn2c(=O)cc(COC(=O)CNC(=O)c3cccc(C)c3)nc2s1	-10%
O=C(CSc1ncnc2c1sc1cccc(F)c12)NC1CCCCC1	-7%
COc1cccc(CN2CCC3(CC2)NC(=O)c2ccccc2O3)c1	2%
CC1CCC(C(=O)NC(C(=O)Nc2ccc3c(c2)OCO3)C(C)C)CC1 (stereo not drawn)	6%
CCCCN(C)S(=O)(=O)c1ccc2c(c1)c(=O)n(CC(=O)N1CCCCCC1)c(=O)n2C	15%
COc1ccc(-c2nccc3c(=O)cc(N4CCN(C)CC4)oc23)cn1	32µM*
OC[C@@H]1CNC[C@H]1C1CCN(Cc2ccc(F)c(F)c2)CC1	17%
Cc1cccc(Cn2c(Sc3nccc(C)n3)nc3c2c(=O)[nH]c(=O)n3C)c1	21%
CCOC(=O)c1cnc2ccc(Br)cc2c1Nc1cccc([N+](=O)[O-])c1	2%
COc1ccccc1NC(=O)c1c(NC(=O)c2cccs2)sc2c1CCC(C(C)(C)C)C2 (stereo not drawn)	-25%
CNC(=O)c1ccc(Cn2ccn3nc4c(c3c2=O)CCCC4)cc1	0%
COc1cc(-c2noc(-c3ccc(NCc4cccnc4)c([N+](=O)[O-])c3)n2)cc(OC)c1OC	-3%
CCCNC(=O)c1ccc(CSc2nc3cccnc3n2Cc2ccc(OC)cc2)cc1	u
COc1cccc2cc(CC(=O)c3ccc(C(C)C)cc3)c(=O)oc12	-14%
Following part:
SMILES	KDM5B inh
CCNc1nc(NC(C)C)nc(N(C)C#N)n1	45%[activator]
CCc1nnc(Cn2cnc3scc(-c4ccc(Cl)cc4)c3c2=O)o1	1%
O=C1C(N2CCN(S(=O)(=O)c3ccc(F)cc3F)CC2)CCN1Cc1ccccn1 (stereo not drawn)	-9%
FC(F)(F)c1ccc(CN2CCn3c(nnc3C3CCCNC3)C2)cc1 (stereo not drawn)	u
N#Cc1cccc(N2CCC3(CC(=O)NC3=O)C2)n1 (stereo not drawn)	28µM*
COc1ccc(OC)c(CNC(=O)Cn2ncc3c([nH]c4ccc(C)cc43)c2=O)c1	-9%
Cc1cc(O)c2c(C)c(CC(=O)N3CCCCC3)c(=O)oc2c1	-5%
CCOC(=O)c1ccc(Oc2c(C)oc3cc(OCC)ccc3c2=O)cc1	18%
O=C(CC[C@H]1NC(=O)c2ccccc2NC1=O)Nc1nc(-c2ccccn2)cs1	u
CC(=O)c1cc(F)c(N2CCN(C(=O)c3c(F)cccc3F)CC2)cc1C	0%
Cc1cc(Nc2ccccc2F)n2nc(-c3ccccc3)nc2n1	-27%
COC1CN(C2CCN(C(=O)CCc3c[nH]c4ccccc34)CC2)C12CCOCC2 (stereo not drawn)	-1%
Nc1ccccc1SCc1ccccc1Cl	2%
S=c1[nH]nc(CCCOc2ccc(Cl)cc2Cl)n1CC1CCCO1 (stereo not drawn)	1%
CCn1cc(S(=O)(=O)N2CCC(c3noc(-c4ccccc4)n3)C2)cn1 (stereo not drawn)	-13%
CCc1ccc(-c2nc(CSCC(=O)NCCCOC)c(C)o2)cc1	u
CC(C)NC(=O)NCc1nnc2n1C(C(=O)N1CCN(c3ncccn3)CC1)CC2 (stereo not drawn)	u
Cn1cc(C(=O)N2CCN(S(=O)(=O)c3ccc(Br)cc3)CC2)c2ccccc21	-2%
N#Cc1ccc(C(=O)N2CCC(C(=O)N3CCCCCCNC(=O)CC3)CC2)cc1	22%
COc1ccc(C)cc1Nc1nc(-c2ccc(OC)c(OC)c2)no1	u
CCCn1nc(C(=O)OCC(=O)Nc2ccc3c(c2)OC(F)(F)O3)c2ccccc2c1=O	22%
CCc1nc(-c2c3n(c(=O)n(Cc4ccc(C)cc4C)c2=O)CCCC3)no1	6%
COc1ccc2cc(C(=O)NCCCN(C)C)[nH]c2c1	u
CC(C)C(=O)Nc1ccc(Cl)cc1Cl	-12%
COc1cccc(CNC(=O)Cc2c(C)c3c(cc(C)c4c(C)coc43)oc2=O)c1	u
(next part)
SMILES	KDM5B inh
O=C(Cc1ccccc1F)NCCC1CCN(C(=O)Nc2cc(F)cc(F)c2)CC1	24%
Cc1ccc2[nH]c(CSc3nnc(COc4ccccc4C)n3C)cc(=O)c2c1	5%
Cc1ccc(C(=O)Nc2cc(-c3nc4ncccc4o3)ccc2C)c(C)c1	16%
CCCCc1c(C)nc(N2CCN(c3ccccc3F)CC2)[nH]c1=O	16%
Cc1ccc(NC(=O)Cn2c(=O)oc3cc(S(=O)(=O)N4CCCCC4)ccc32)c(Cl)c1	-26%
CCN1CCN(C(=O)c2cnn(-c3cccc(C)c3)c2C2CCN(C(=O)OC(C)(C)C)CC2)CC1	-14%
CC(=O)Nc1ccc(C23CC4CC(CC(Cl)(C4)C2)C3)cc1	-20%
COC[C@@H]1CN(C(=O)c2ccc(F)c(Cl)c2)C[C@H]1c1ccncc1	4%
Cc1ccccc1NC(=O)CS(=O)(=O)c1cccc2nsnc12	-42%
O=C(Nc1cccc(C(F)(F)F)c1)c1nc2c(o1)CCN(Cc1cccc(F)c1)CC2	28µM*
CN(C)c1cccc(Oc2nnnn2[C@H]2CO[C@H]3[C@@H]2OC[C@@H]3NC(=O)c2cncnc2)c1	-6%
COCCCNC(=O)N1CCCC(c2nc(C(C)C)no2)CCNC(=O)CC1 (stereo not drawn)	3%
CN1C[C@@H](NC(=O)c2ccc3c(c2)OCO3)C[C@H]1c1nc(-c2ccc3ccccc3c2)no1	u
Cc1nc2ccc(C(=O)NC(C)c3ccccc3)cc2nc1C (stereo not drawn)	-4%
COc1ccc(-c2nc(C(=O)Nc3cccc(C(C)=O)c3)nn2-c2ccccc2Cl)cc1	-22%
COc1ccc(NC(=O)CCCSc2nc(-c3ccco3)cc(C(F)(F)F)n2)c(OC)c1	-27%
COc1ccc(-c2cnc3[nH]cc(CC(=O)N4CCN(c5ccccn5)CC4)c3c2)cc1	28µM*
O=C(CN1CCCCC1)NC1CC(=O)N(Cc2cccc3ccccc23)C1 (stereo not drawn)	13%
CC(NC(=O)/C(C#N)=C\c1ccccc1)C12CC3CC(CC(C3)C1)C2 (stereo not drawn)	12%
Cc1cc(C)c(CNC(=O)c2nc(-c3cccc(O)c3)cc3c2ccn3C)c(=O)[nH]1	35µM*
COc1c(/C=N/NC(=O)[C@H]2C[C@@H]2c2ccccc2)c(CCN(C)C(C)=O)cc2c1OCO2	16%
COCCn1ncc(N2CCCC(CC(=O)NCc3ccccc3OC)C2)cc1=O (stereo not drawn)	-6%
O=S(=O)(NC[C@H]1O[C@@H](CO)[C@@H](O)[C@H]1N1CCOCC1)c1ccc(Cl)cc1	-26%
CCc1ccc(CN(C)C(=O)c2cc(=O)c3ccccc3o2)cc1	18%&4%
Cc1ccc(CC(=O)N2CCCC(c3noc(COc4ccccc4)n3)C2)cc1 (stereo not drawn)	-3%

3 entries out of the list, ordered by length of the SMILES, descending.
SMILES	KDM5B inh
CN(C)c1cccc(Oc2nnnn2[C@H]2CO[C@H]3[C@@H]2OC[C@@H]3NC(=O)c2cncnc2)c1	-6%
CCN1CCN(C(=O)c2cnn(-c3cccc(C)c3)c2C2CCN(C(=O)OC(C)(C)C)CC2)CC1	-14%
COc1ccc(-c2cnc3[nH]cc(CC(=O)N4CCN(c5ccccn5)CC4)c3c2)cc1	28µM*

The list continues:
SMILES	KDM5B inh
N#Cc1ccc(NC(=O)c2cc(=O)c3ccccc3o2)cc1	2%
CCOc1ncccc1NC(=O)N1CCN(c2cnccn2)CC1	u
Cc1ccc(NC(=O)c2cc(Cl)cc(Cl)c2)nc1	21%
Cn1cnnc1CC1CCCN(C(=O)c2ccsc2)C1 (stereo not drawn)	1%
CCN(C(=O)C(NS(=O)(=O)c1ccc(Br)s1)c1ccccc1)c1ccc(C)c(C)c1 (stereo not drawn)	-14%
CCNC(=O)N[C@H]1CO[C@H]2[C@@H]1OC[C@@H]2n1cc(CN(C)Cc2ccccc2)nn1	-14%[86.2 µM]
COc1ccc(O[C@H]2COCCN(Cc3cccc(OC)c3)C2)cc1	-12%[86.2 µM]
CC(C)(C)C(=O)COC(=O)c1nn(-c2ccccc2)c(=O)c2ccccc12	-5%
Cc1ncc2c(c1CNC(=O)C1CCc3ccccc3C1)CCNC2 (stereo not drawn)	-17%
CCOC(=O)N1CCN(c2c(N3CCN(C(=O)OCC)CC3)c(=O)c2=O)CC1	6%
Cc1c(C(=O)Oc2ccc(Br)cc2)sc2ncn(Cc3ccccc3F)c(=O)c12	-5%
Cc1ccc(CCNC(=O)Cn2ncc3c([nH]c4ccccc43)c2=O)cc1	-6%
Cn1cccc1CN1CCCC2(C1)C(=NC1CCCC1)NC(=O)N2c1cccnc1 (stereo not drawn)	3%[115 µM]
Cc1nn(Cc2noc(C(=O)NCc3ccc4c(c3)OCO4)n2)c(C)c1Br	-13%
Cn1cnnc1CC1CCN(C(=O)NC2CCCCC2)C1 (stereo not drawn)	-7%
CCOCCCNC(=O)C1CC(=O)N(CCc2c[nH]c3ccc(F)cc23)C1 (stereo not drawn)	11%

KDM5B inh: what is marked active above.
SMILES	KDM5B inh
O=C(Cc1c[nH]c2ncc(-c3ccccc3)cc12)NCc1ccncc1	28µM*
COc1ccc(-c2nccc3c(=O)cc(N4CCN(C)CC4)oc23)cn1	32µM*
N#Cc1cccc(N2CCC3(CC(=O)NC3=O)C2)n1 (stereo not drawn)	28µM*
O=C(Nc1cccc(C(F)(F)F)c1)c1nc2c(o1)CCN(Cc1cccc(F)c1)CC2	28µM*
COc1ccc(-c2cnc3[nH]cc(CC(=O)N4CCN(c5ccccn5)CC4)c3c2)cc1	28µM*
Cc1cc(C)c(CNC(=O)c2nc(-c3cccc(O)c3)cc3c2ccn3C)c(=O)[nH]1	35µM*
